Source: PubChem
Siah-1 displacement – Siah-1 peptide-binding antagonists, primary screen, biochemical, fluorescence polarization, rhodamine-plectin, uHTS (AID 1817) | Siah-1 / rhodamine-plectin peptide fluorescence polarization; higher % means a stronger effect | 0.02% of 290,000 active | displacement, % at 20 µM, or IC50 in µM where a hit was titrated;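 active = displacement of at least 50% at 20 µM, with a fluorescence ratio check between 0.3 and a set limit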;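 also: plate controls were Siah plus tracer with DMSO for no effect and tracer alone without Siah for full effect; strong numbers were not always called active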
West Nile antiviral – West Nile virus antiviral activity, cell-based, CPE readout (AID 1621); 0.02% of 290,000 active; West Nile virus-infected cells, CPE inhibition; higher % means a stronger effect; CPE inhibition, % at 10 µM, or IC50 in µM where a hit was titrated; in the data active = a potency from the dose series; also: strong numbers were not always called active
PhoP inhibition – inhibitors of PhoP regulon expression, primary screen, Salmonella Typhimurium, GFP reporter (AID 1863); S. Typhimurium PhoP-regulated promoter GFP reporter, 4 h; higher % means a stronger effect; 0.16% of 300,000 active; inhibition, % at 50 µM, or IC50 in µM where a hit was titrated;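 active = inhibition over 29.93%, a cutoff 3 SD above the screen mean, later confirmed by dose response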;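 also: 0% = low Mg2+ inducing control and 100% = high Mg2+ repressing control; strong numbers were not always called active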
* hit, by the source's call. Only part of the results is shown; the hit share may differ from the screen's.

SMILES	Siah-1 displacement	West Nile antiviral	PhoP inhibition
S=C(NCc1ccc(Cl)cc1)Nc1ccncc1	14.5%	-0.6%	10.8%
CCOc1ccc(C(=O)Nc2ccccc2N2CCN(C(=O)c3ccccc3)CC2)cc1[N+](=O)[O-]	2.0%	1.2%	6.9%
CCc1ccc(S(=O)(=O)NCc2csc(C)n2)cc1	-2.5%	-0.5%	-7.5%
COc1ccc(-c2nc(CS(=O)CC(=O)NCCc3ccc(C)cc3)c(C)o2)cc1OC (stereo not given)	6.2%	-0.2%	1.9%
CCOc1ccccc1/C=N/Nc1cc(C)nc2ccc(C)cc12	1.0%	-0.4%	-8.0%
CCOC(=O)c1sc(NC(=O)Cc2ccccc2OC)nc1C	24.8%	-0.7%	6.9%
CCC(C)NC(=O)CCn1c(=O)c2cccn2c2ccc(F)cc21 (stereo not given)	3.7%	-1.3%	0.9%
CN(C(=O)CN1C(=O)S/C(=C\c2ccccc2F)C1=O)C1CCS(=O)(=O)C1 (stereo not given)	1.4%	-0.5%	-5.0%
Cc1cc(C(=O)Nc2ccccc2C(=O)O)c(C)o1	8.0%	0.0%	-0.5%
Cc1ccc(NC(=O)CS(=O)CC(=O)N2CCN(C3CCCC3)CC2)cc1 (stereo not given)	-1.7%	-0.1%	-2.1%
CCCCN(C)CCCNC(=O)c1ccc2c(c1)N(CC)C(=O)c1ccccc1S2=O (stereo not given)	2.8%	-0.1%	3.0%
O=C(N/N=C/c1ccccn1)c1cc(-c2ccc(Cl)s2)[nH]n1	10.8%	-0.7%	-0.9%
Clc1cccc(OCCCn2ccnc2)c1	0.7%	0.0%	-2.2%
Cc1cc(=O)oc2c3c(cc(OCC(=O)N[C@@H](CC(C)C)C(=O)O)c12)OC(C)(C)CC3	5.9%	-0.4%	10.2%
Cc1ccc(C)c(-c2cc(C(=O)NC3CC3)c3ccccc3n2)c1	11.8%	-0.4%	-2.2%
N#Cc1ccc(C(=O)Nc2cccc3ccccc23)c(F)c1	-1.8%	0.1%	5.4%
CCNc1c(NC(=O)c2ccc3c(c2)OCO3)c(=O)oc2ccccc12	1.4%	-0.3%	-1.7%
COc1cccc(CN2CC(C(=O)NC3CCCCCC3)CCC2=O)c1 (stereo not given)	0.6%	-0.3%	0.8%
O=C(c1cc(COc2ccc(F)cc2Cl)on1)N1CCCCCCC1	4.5%	-0.3%	-3.0%
COc1cc([N+](=O)[O-])ccc1NC(=O)Nn1cnnc1	2.4%	-0.3%	1.3%
CCOC(=O)c1ccc(/C=N/O)[n+](Cc2ccccc2)c1	-1.7%	-0.5%	-6.5%
COc1ccc(N(CC(=O)N2CCN(c3ccccc3)CC2)S(=O)(=O)c2ccc(C)cc2)cc1	-1.5%	0.0%	0.1%
CCCC1(c2ccccc2)NC(=O)N(CC(=O)Nc2ccccc2C(F)(F)F)C1=O (stereo not given)	1.1%	-0.1%	-1.6%
O=C(NCC1CCCO1)c1ccc(Cl)c(S(=O)(=O)N2CCCCC2)c1 (stereo not given)	18.7%	-0.2%	-1.7%
CCOc1ccc(CN(C)C(=O)CNC(=O)c2ccccc2)cc1	2.5%	-0.8%	2.4%
C=CCNC(=O)C1CC1(c1ccc(C)cc1)c1ccc(C)cc1 (stereo not given)	2.6%	-1.2%	-7.6%
CCN(CC)CCNC(=O)C1(O)c2cc(Br)ccc2NC(=O)N1c1ccccc1 (stereo not given)	12.3%	0.0%	5.1%
O=C(C1CCC(=O)N(C2CC2)C1)N1CCC(Oc2cccc(F)c2)CC1 (stereo not given)	0.5%	-0.6%	1.5%
COc1ccccc1C(=O)Nc1c(C(=O)N2CCN(C)CC2)oc2ccccc12	-2.4%	0.7%	5.9%
O=C(O)c1ccc(CNS(=O)(=O)c2ccc(Oc3ccccc3Cl)cc2)cc1	5.4%	-0.3%	0.5%
NC(=O)c1nsc(C(=O)N(Cc2ccco2)C(C(=O)NCC2CCCO2)c2ccc(O)cc2)c1N (stereo not given)	-5.1%	0.9%	3.4%
C/C(=N/NS(=O)(=O)c1cc(C)ccc1C)c1c[nH]c2ccccc12	3.6%	-1.0%	0.3%
COc1ccc(OC)c(NC(=O)CCCSc2ccccc2)c1	-4.2%	-0.5%	-4.9%
CC(NC(=O)CCc1ccccc1)c1ccc2c(c1)OCO2 (stereo not given)	-5.2%	0.2%	-10.1%
O=C(CSCc1nc2scc(-c3cccs3)c2c(=O)[nH]1)Nc1ccccn1	-4.4%	-0.1%	-1.9%
CCn1c(Oc2ccccc2F)nc2c1c(=O)n(C)c(=O)n2C	-2.0%	-0.5%	-4.3%
COc1ccc(CNC(=O)C2CCN(S(=O)(=O)c3ccc4c(c3)CC(C)N4C(C)=O)CC2)cc1 (stereo not given)	-0.7%	-0.8%	-6.7%
Cc1nn(S(=O)(=O)c2ccc(C(C)(C)C)cc2)c(C)c1S(=O)(=O)N1CCOCC1	5.3%	0.1%	1.2%
COc1ccc2cc(CCNC(=O)c3cc4ccccc4o3)c(=O)[nH]c2c1	10.3%	-0.3%	-7.0%
CC1(C)CC(NC(=O)C(C)(C)Oc2ccc(Cl)cc2)CC(C)(C)N1	2.6%	-0.4%	-4.7%
COc1cccc(CN(C)S(=O)(=O)c2cccs2)c1	1.0%	-0.2%	-3.8%
COC(=O)c1ccc(CNC(=O)C2CCC(=O)N(CCc3ccccc3)C2)cc1 (stereo not given)	2.7%	-0.9%	-0.2%
O=C(CCN1CCCCO1)N1CCCC(Nc2cccc(F)c2)C1 (stereo not given)	3.1%	0.2%	-2.4%
COc1ccc(CCNC(=O)c2c(C)nn(CC(C)C)c2Cl)cc1OC	1.2%	0.7%	-6.7%
COCCCNc1nc2ccccc2nc1NS(=O)(=O)c1cccc(C)c1	-0.3%	-0.7%	-1.5%
O=S(=O)(c1ccc(F)cc1)N1CCCc2ccccc21	1.7%	-0.9%	10.8%
O=C(CSc1ccc2nnc(CCNC(=O)c3ccccc3)n2n1)NCc1ccccc1	-10.2%	-0.3%	0.7%
COc1cc(Cl)ccc1OCc1cc(C(=O)N2CCCC(OC)C2)no1 (stereo not given)	3.9%	-0.2%	-0.1%
Cc1ccc(N(CC(=O)NCc2ccccn2)S(=O)(=O)c2ccccc2)cc1C	6.5%	0.6%	7.8%
CCOCCCn1c(SCC(=O)Nc2ccccc2OC)nc2ccccc2c1=O	6.5%	0.0%	-6.3%
O=C1CCC(C(=O)N2CCC(O)CC2)CN1CCc1ccc(Cl)cc1 (stereo not given)	9.6%	-0.5%	2.2%
CCCN(C(=O)CCNC(=O)Cn1cnc2ccccc2c1=O)c1cccc(Cl)c1	5.7%	-1.2%	6.0%
O=C1COc2ccc(S(=O)(=O)CCC(=O)N3CCN(c4cccc(C(F)(F)F)c4)CC3)cc2N1	-3.1%	0.8%	-4.1%
CN(C(=O)CCc1ccccc1F)C1CCCN(Cc2ccccc2F)C1 (stereo not given)	4.7%	-1.1%	1.4%
Cc1ccc(CC(=O)O/N=C(\N)c2ccccn2)cc1	-3.1%	-0.3%	8.2%
CCOc1ccc(S(=O)(=O)NCc2cccnc2)cc1NC(=O)c1ccccc1F	-3.4%	1.7%	0.1%
CCC1CCCCN1CCCNC(=O)C1CCN(Cc2nc(-c3ccc(Cl)cc3)oc2C)CC1 (stereo not given)	8.6%	0.0%	-12.4%
COc1cccc(NC(=O)CNC(=O)Cn2cnc3sc4c(c3c2=O)CCCC4)c1	2.5%	-0.2%	-5.1%
CC(=O)Nc1cccc(C(=O)N/N=C/c2cccc(C)n2)c1	-6.9%	-0.1%	4.8%
COc1cccc(CN(C)C(=O)c2cc(S(=O)(=O)N3CCN(c4ccccc4)CC3)ccc2Cl)c1	6.6%	0.9%	1.4%
Going on with the list:
SMILES	Siah-1 displacement	West Nile antiviral	PhoP inhibition
Cn1c(CNC(=O)c2ccc3c(c2)OCO3)nnc1SCC(=O)Nc1ccc(F)cc1F	11.3%	-0.2%	1.6%
N#Cc1cccc(NC(=O)CN2CCCCCC2)c1	2.3%	0.0%	-2.5%
COc1ccc(S(=O)(=O)NC(C)C(=O)Nc2ccccc2)cc1Cl (stereo not given)	-2.6%	0.0%	-1.7%
CCOCCCNC(=O)C1CCN(S(=O)(=O)c2cc(Br)cc3c2N(C(=O)CC)CC3)CC1	9.9%	-0.5%	5.3%
CCc1ccc(NC(=O)[C@H](C)NC(=O)C2CCN(C(=O)[C@@H](NC(=O)OC(C)(C)C)C(C)C)CC2)cc1	10.6%	-0.8%	-1.0%
N#Cc1ccc(C(=O)NC2=NCCS2)cc1	2.1%	0.1%	7.6%
COc1cccc(NC(=O)CCC(=O)Nc2ccc3nc(N4CCOCC4)cc(C)c3c2)c1	12.7%	0.2%	7.3%
COc1ccc(-c2nc(CS(=O)CC(=O)NC3CCCCC3C)c(C)o2)cc1 (stereo not given)	-4.3%	-0.1%	-8.8%
COc1cc(NC(=O)CCc2nnc3ccc(N4CCN(C)CC4)nn23)cc(OC)c1	5.7%	1.2%	13.7%
CCOC(=O)c1cnc2ccc(OC)cc2c1NCCN1CCOCC1	-4.3%	-1.2%	9.2%
CCN(CC)S(=O)(=O)c1nnc(NC(=O)c2ccco2)s1	-2.6%	-0.6%	-5.3%
Cc1ccc(OCCCCN2CCc3ccccc3C2)c(C)c1	0.1%	-0.8%	2.0%
CCOc1ccc(C(C)=O)cc1CN1C(=O)c2ccccc2S1(=O)=O	-0.5%	-0.3%	-1.9%
CC(C)CN1C(=O)c2ccc(C(=O)Nc3ccc(O)cc3C(=O)O)cc2C1=O	5.2%	0.1%	-4.4%
CN(C)S(=O)(=O)c1ccc(NC(=O)CN2CCN(c3ccccn3)CC2)cc1	0.1%	-0.8%	5.2%
COc1cc2ccccc2cc1C(=O)Nc1ccc(C)cn1	7.3%	-0.2%	-7.1%
O=C(CCc1ccccc1)N1CCN(S(=O)(=O)c2cccs2)CC1	-2.2%	0.2%	4.6%
COc1ccc(CCC(=O)NCCOc2ccc(Cl)cc2)cc1	-4.9%	0.2%	6.8%
COc1ccc(CN(CC(=O)NCc2ccccc2)C(=O)CCC(=O)Nc2ccccn2)cc1	-2.7%	0.1%	4.1%
O=C(CCS(=O)(=O)Cc1ccccc1)Nc1ncc([N+](=O)[O-])s1	-2.8%	2.4%	1.1%
COc1cc(/C=N/NC(=O)CCC(=O)Nc2ccc(Br)cc2)ccc1O	0.0%	-1.2%	-6.0%
COCCn1c(SCC(=O)Nc2ccc(C(N)=O)cc2)nc2c([nH]c3ccccc32)c1=O	-2.7%	-0.1%	-0.5%
O=C(NCC1CCCO1)c1ccc2c(c1)N(Cc1ccccc1)C(=O)CS2 (stereo not given)	0.7%	-0.5%	3.6%
COc1ccc(CCNC(=O)CC(Cc2ccccc2)C(=O)O)cc1OC (stereo not given)	6.3%	-0.4%	3.0%
COc1ccc(C(=O)N2CCN(Cc3ccc4c(c3)OCO4)CC2)cc1OC	-2.1%	-0.9%	-3.5%
O=C(COC(=O)c1nsc(Cl)c1Cl)NC1CCCC1	5.3%	1.0%	-2.8%
O=Cc1c(NCc2ccc(Cl)cc2)c2ccccc2[nH]c1=O	0.0%	-0.5%	7.0%
O=C1CCCN2N=C(SCC(=O)Nc3ccc(F)cc3F)SC2=N1	4.9%	-0.5%	15.2%
O=C(Nc1cccc(F)c1)N1CCN(C(=O)c2ccco2)CC1	-0.4%	0.7%	-6.3%
Cc1cc(NS(=O)(=O)c2c(C)[nH]c(=O)[nH]c2=O)ccc1Br	7.5%	-0.1%	-3.5%
CCOc1ccc(NC(=O)NN2C(C)CCCC2C)cc1 (stereo not given)	-5.2%	-0.4%	11.8%
O=C(C(=O)N1CCN(c2ccccc2)CC1)c1cn(CC(=O)N2CCCCCC2)c2ccccc12	2.5%	-0.3%	2.5%
CCCCNC(=O)CCn1c(=O)c2cccn2c2ccc(F)cc21	-2.1%	-0.6%	0.8%
O=C(CN1CCCC1)NC(c1ccccc1)c1ccccc1	2.1%	-0.8%	3.4%
